Tau fil binding – binders of human tau filaments; P10636; recombinant tau filaments, thioflavin S fluorescence, 15 h; filaments grown with octadecylsulfate alongside compound; Potency, µM (series often up to 57.1 µM), for inactives: top-dose activity change, negative = inhibition; 2% of 71,000 active; AID 596;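 note: potency is the fitted concentration of half-maximal effect; % is set by controls: 0 for no effect and ±100 for the full control effect; actives lower thioflavin S fluorescence by blocking filaments or displacing dye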
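Assay mix: 1 uM His-tagged tau, 30 uM sodium octadecylsulfate, thioflavine S dye in HEPES/NaCl/DTT buffer. Compound is added prior to the inducer. Fluorescence after 15 h at 37 C.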
15-hLO inh – blocks human 15-lipoxygenase activity | 1.4% of 74,000 active | Potency, µM (series often up to 57.1 µM), for the others: at the highest dose activity change, negative = inhibition, most hits filed as inhibitors | AID 887 | purified 15hLO-1, xylenol orange hydroperoxide absorbance | P16050; note: potency is the fitted concentration of half-maximal effect; % is set by controls: 0 for no effect and ±100 for the full control effect; nearly all actives have a fitted effect of over 55% in size
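Readout: Fe(III)-xylenol orange absorbance, 573-to-405 nm ratio as reaction progress. Enzyme 40 nM purified human 15hLO-1, substrate 50 uM arachidonic acid, 6 min RT after 15 min compound preincubation; Hepes pH 7.5 buffer with Triton X-100.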
HADH2 inh – HADH2 (human) dehydrogenase inhibition. 3.4% of 73,000 active. recombinant HADH2, NADH fluorescence, beta-hydroxybutyryl-CoA. Q99714. Potency, µM (titrated, usually from 57.1 µM), for the others: at the highest dose activity change, negative = inhibition, hits mostly inhibitors; note: potency is the fitted concentration of half-maximal effect; % is set by controls: 0 for no effect and ±100 for the full control effect; nearly all actives have a fitted effect of over 60% in size; many of its hits are not listed in these tables
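Buffer 100 mM Tris-HCl pH 9.0/0.01% Tween-20; HADH2 20 nM; NAD+ 1 mM; beta-hydroxybutyryl-CoA 90 uM (all final). 15 min cpd preincubation, RT.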
Rhodamine fluor – compound fluoresces in the rhodamine spectral region | max dye-equivalent concentration, M | 0.05% of 59,000 active | Rhodamine-region fluorescence, 547/598 nm, Tris buffer; active compounds read high; in the data active = max dye-equivalent concentration above about 11 nM; inconclusive = between about 1.1 nM and that limit
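Compound fluorescence in 100 mM Tris, pH 8.0, read after 15 min at room temperature with 547 nm excitation and 598 nm emission. Output is dye-equivalent concentration from an on-plate rhodamine standard series.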
DNA Pol III inh – DNA polymerase III holoenzyme inhibition. reconstituted DNA polymerase III holoenzyme replication, biochemical. Potency, µM (series often up to 57.1 µM), for the others: at the top dose activity change, negative = inhibition. 0.25% of 71,000 active. AID 603; note: potency is the fitted concentration of half-maximal effect; % is set by controls: 0 for no effect and ±100 for the full control effect
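Reconstituted *E. coli* holoenzyme (0.35 nM Pol III, 1 nM beta, 154 nM SSB, 2 nM primase) was preincubated with compound for 15 min at RT. Synthesis on 1.4 nM ssM13Gori ran 35 min, then was stopped with PicoGreen/EDTA and read as dsDNA fluorescence.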
Casp1 inh – blocks human caspase-1 allosterically or competitively; P29466; Caspase-1 enzyme, Ac-WEHD-AFC fluorogenic rate; Potency, µM (top dose mostly 57.5 µM), for the others: at the highest dose activity change, negative = inhibition, hits mostly inhibitors; 0.03% of 75,000 active;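 note: potency is the fitted concentration of half-maximal effect; plate controls were vehicle for no effect and no substrate for full effect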
USP2a inh – inhibitors of human ubiquitin-specific protease USP2a; Potency, µM (titrated, usually from 38.3 µM), for the others: at the highest dose activity change, negative = inhibition, usual class: inhibitors; 0.1% of 60,000 active; AID 927; O75604; USP2a enzymatic assay, qHTS inhibition;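 note: potency is the fitted concentration of half-maximal effect; nearly all actives have a fitted effect of over 60% in size; plate controls were DMSO for no effect and NEM full inhibition control for full effect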
Target sequence (O75604 whole entry, looked up): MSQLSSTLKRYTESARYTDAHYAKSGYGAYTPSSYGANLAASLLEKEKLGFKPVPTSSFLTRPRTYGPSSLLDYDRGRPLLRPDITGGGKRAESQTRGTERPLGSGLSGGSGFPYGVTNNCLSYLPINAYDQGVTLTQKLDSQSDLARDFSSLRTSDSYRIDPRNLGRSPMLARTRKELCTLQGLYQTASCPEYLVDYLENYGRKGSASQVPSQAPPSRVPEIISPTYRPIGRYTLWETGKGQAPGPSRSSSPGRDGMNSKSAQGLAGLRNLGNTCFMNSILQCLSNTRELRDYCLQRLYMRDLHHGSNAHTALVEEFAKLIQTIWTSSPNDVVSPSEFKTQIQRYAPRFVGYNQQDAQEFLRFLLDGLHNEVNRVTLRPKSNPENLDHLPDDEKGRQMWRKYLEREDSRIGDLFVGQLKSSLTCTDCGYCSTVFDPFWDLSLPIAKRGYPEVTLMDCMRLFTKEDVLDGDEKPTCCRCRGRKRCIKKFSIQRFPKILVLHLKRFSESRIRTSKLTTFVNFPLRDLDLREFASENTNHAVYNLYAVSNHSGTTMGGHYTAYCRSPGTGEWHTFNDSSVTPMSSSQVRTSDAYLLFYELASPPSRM
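20 nM USP2 core + cpd, 30 min RT; add 20 nM Ub-PLA2/20 uM NBD C6-HPC; read Ex460/Em535 at 0 h and 2.5 h. Normalized to NEM; qHTS curve fit/classification.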
Casp7 inh – blocks human caspase-7 allosterically or competitively. recombinant caspase-7, Ac-DEVD-AFC fluorescence rate. 0.02% of 75,000 active. AID 889. Potency, µM (top dose mostly 57.5 µM), for the others: top-dose activity change, negative = inhibition, actives largely listed as inhibitors. P55210; active = well fitted inhibition curve with a large enough effect in the main read-out, with a control signal flat, not every such curve was filed as active; inconclusive = small, poorly fitted or top-dose-only effect, or a change in a side signal; note: potency is the fitted concentration of half-maximal effect; % of control where 0% means no effect
Target sequence (P55210 24-198 limits assumed): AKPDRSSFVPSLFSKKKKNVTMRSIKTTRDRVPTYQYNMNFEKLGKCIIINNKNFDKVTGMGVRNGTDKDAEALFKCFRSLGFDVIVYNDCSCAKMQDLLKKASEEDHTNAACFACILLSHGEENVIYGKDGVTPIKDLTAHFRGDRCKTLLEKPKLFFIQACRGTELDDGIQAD
Target sequence (P55210 207-303 limits assumed): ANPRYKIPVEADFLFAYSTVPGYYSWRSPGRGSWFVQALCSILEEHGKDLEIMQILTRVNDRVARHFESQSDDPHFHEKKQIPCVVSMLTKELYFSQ
BRCT PPI red – BRCT-phosphoprotein interaction inhibition (red fluorophore); P38398; BRCT-phosphopeptide binding, red fluorescence polarization; Potency, µM (top dose mostly 76.9 µM), inactives show at the highest dose activity change, negative = inhibition, usual class: inhibitors; 0.03% of 75,000 active; AID 892; note: % is set by controls: 0 for no effect and ±100 for the full control effect
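Rhodamine-labelled pBACH1 10-mer (100 nM) bound to BRCT domain (100 nM) at pH 7.3; compounds incubated 12 min room temperature, polarization read. Free peptide defines full inhibition; unlabelled decapeptide titrated as control.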
HEK293 cAMP ctrl – parental HEK293 cAMP activation (counter-screen); 2.5% of 73,000 active; parental HEK293 CNG cAMP sensor, membrane potential fluorescence; Potency, µM (doses to about 57.1 µM), without a hit: top-dose activation, most hits filed as activators; note: potency is the fitted concentration of half-maximal effect; % of control where 0% means no effect; nearly all actives have a fitted effect of over 55% in size
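Parental HEK 293 cells stably expressing a cAMP-gated CNG channel were loaded with membrane potential dye containing 100 uM RO 20-1724 for 60 min. Compound added for 30 min; depolarization read as fluorescence intensity at 590 nm.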
BRCT inh green – BRCA1 BRCT-phosphoprotein interaction inhibition; BRCA1 BRCT-phosphopeptide binding, green fluorescence polarization; AID 875; Potency, µM (top dose mostly 76.9 µM), for inactives: at the top dose activity change, negative = inhibition, most hits filed as inhibitors; 0.05% of 75,000 active;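 note: potency is the fitted concentration of half-maximal effect; plate controls were peptide without protein for full effect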
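Fluorescence polarization: His-tagged BRCT (~35 kDa BRCA1 C-terminus, 250 nM) bound to 100 nM fluorescein-labeled phosphorylated 10-aa BACH1 peptide, pH 7.3 phosphate buffer with DTT and Tween 20. Compounds incubated 12 min at room temperature; inhibition read as lowered polarization.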
An asterisk follows results filed as active; i = inactive; ? = inconclusive; / = not tested or not shown; [ ] = another dose, or the depositor's remark. Unless noted, calls come from the whole dose curve; as a rule, active = well fitted curve in the direction sought with a large enough effect; inconclusive = small, poorly fitted or top-dose-only effect, or another doubt; inactive = no such curve, though single readings can be large; an effect the other way counts as inactive or inconclusive. This is a subset; count on the stated rates, not on these rows.

SMILES | Tau fil binding | 15-hLO inh | HADH2 inh | Rhodamine fluor | DNA Pol III inh | Casp1 inh | USP2a inh | Casp7 inh | BRCT PPI red | HEK293 cAMP ctrl | BRCT inh green
CS(=O)(=O)N1CCc2cc(S(=O)(=O)Nc3ccc4c(c3)OCCO4)ccc21 | 4% | 0% | 6% | i | -8% | 0% | 8% | -2% | -0.5% | 19% | -0.2%
COc1cccc(CNc2nc3ccccc3n2CCN2CCCCC2)c1 | 16% | 7% | 5% | i | -2% | -3% | 38%[activator] | -3% | 0.5% | 18% | -1.9%
C=CCOC(=O)Nc1c(C(=O)OC)[nH]c2ccc(Cl)cc12 | 2% | 1% | -9% | i | -4% | -5% | 1% | 0% | -1.4% | 2% | -2.7%
Cc1ccc2[nH]c(=O)c(CN(CCCN3CCOCC3)C(=O)Nc3cccc(Cl)c3)cc2c1 | 238% | -27% | -5% | i | -3% | -5% | 37%[activator] | -3% | -0.7% | 22% | 0.5%
COc1cccc(NC(=O)CCN2CCN(C)CC2)c1 | 2% | -8% | -2% | i | -4% | 0% | -7% | -4% | -0.3% | -4% | -1.9%
O=C(CCC(=O)c1cccs1)OCC(=O)N1CCN(S(=O)(=O)c2ccccc2)CC1 | 8% | 1% | -4% | i | -5% | 1% | 5% | -1% | 1.9% | 6% | -0.6%
Cc1oc(CC(C)C)cc1C(=O)Nc1ccc(C(=O)O)cc1 | 8% | 5% | -3% | / | -6% | 3% | -21% | 1% | 0.3% | 12% | 7.2%
COc1cc(CC(=O)NCc2ccc3c(c2)OCO3)cc(OC)c1OC | -1% | 13% | -11% | i | 2% | 5% | -2% | -1% | 0.7% | 7% | -1.5%
COc1ccc(C2CC(c3ccc(Cl)cc3)n3nc(N)nc3N2)cc1 (stereo not drawn) | 30% | 3% | 12% | / | 2% | -2% | / | -5% | -1.0% | 2% | -2.3%
CC1CCN(S(=O)(=O)c2ccc(Br)s2)CC1 | 0% | -3% | 1% | i | -8% | -2% | -7% | 0% | -0.6% | 20% | 1.0%
COc1ccc2c(c1OC)C(=O)OC2[C@H]1c2c(cc3c(c2OC)OCO3)CCN1C (stereo partly drawn) | ? | 7%[25.6 µM] | 2% | i | -5% | -10%[25.7 µM] | 19%[17.1 µM] | 2%[25.7 µM] | 0.6%[34.4 µM] | 15% | -2.3%[34.4 µM]
CCOC(=O)CCc1nc2ccccc2[nH]c1=O | 14% | 0% | -29% | i | -2% | 0% | 0% | 0% | -0.6% | 0% | -0.7%
CCS(=O)(=O)N1CCC(C(=O)NCc2cccnc2)CC1 | 4% | 4% | -2% | i | 1% | -1% | 0% | 1% | 0.2% | ? | -3.4%
Cc1ccc(S(=O)(=O)C(C#N)c2nc3ccccc3nc2N2CCCC2)cc1 (stereo not drawn) | 180% | ? | -29% | i | -10% | ? | 32%[activator] | ? | -0.6% | -4% | 12%
Cc1cc(C)n(Cc2ccc(C(=O)NCc3ccco3)o2)n1 | 4% | 0% | -12% | i | 0% | -2% | 1% | -2% | -0.3% | -1% | 1.5%
Cc1c(Cl)cccc1N1C(=O)CC(N(O)c2ccccc2)C1=O (stereo not drawn) | 4% | ? | 8% | i | -2% | -2% | 2% | 0% | 1.4% | 16% | 0.3%
Cc1ccccc1-n1nc(C)c2cc(C(=O)N3CCOCC3)sc21 | -2% | 3% | 10% | i | -2% | -1% | 1% | 0% | -0.7% | ? | -0.7%
COc1ccc(N2CCN(Cc3nc4ccccc4c(=O)[nH]3)CC2)cc1 | -7% | 6% | ? | i | -2% | 0% | 10% | 1% | -0.5% | 14% | 0.1%
CCCCOCCOCCOCCCC | 3% | 3% | 7% | / | 2% | -3% | / | 3% | -1.4% | 14% | -0.1%
COCCn1c(C)cc(C(=O)CSc2nncn2-c2ccccc2)c1C | 1% | -6% | -7% | i | -2% | -3% | 3% | -6% | -0.4% | 8% | -1.6%
Cc1ccc(C(c2nnnn2Cc2cccs2)N2CCN(C(=O)c3ccco3)CC2)cc1 (stereo not drawn) | 2% | -24% | -5% | i | -3% | 0% | 21% | -2% | 0.4% | ? | 0.1%
c1ccc(C(CN2CCOCC2)c2ccccc2)cc1 | 12%[11.4 µM] | -7%[11.4 µM] | 9%[11.4 µM] | / | -2%[11.4 µM] | -1% | 0%[7.66 µM] | 1% | 1.6% | 10%[11.4 µM] | -0.1%
NC(=O)C1CCN(S(=O)(=O)c2cccc(S(=O)(=O)N3CCCCC3)c2)CC1 | -6% | 5% | -12% | i | -1% | -7% | 16% | -19% | 0.4% | 7% | 0.0%
O=C(CSc1ncn[nH]1)c1ccco1 | -7% | ? | ? | i | 1% | 1% | -13% | / | 0.1% | 1% | -0.5%
O=C(Nc1ccc(-c2nc3ccccc3o2)cc1)C1CCCO1 (stereo not drawn) | 12% | -6% | 344%[activator] | i | -2% | -2% | 10% | 2% | -1.8% | 17% | 0.6%
COc1ccc(CC(=O)Nc2nc(C)cs2)cc1OC | -6% | -5% | 3% | i | 41% | -2% | -5% | / | 0.7% | ? | -1.2%
CC(=O)Nn1c(-c2ccccc2)cc2ccccc21 | -5% | 1% | -25% | i | -10% | 2% | 7% | -2% | 0.9% | 5% | -0.2%
CN1CCN(C(=O)N2CCNC2=O)CC1 | 4% | 0% | 13% | i | -6% | 0% | 0% | -3% | -2.2% | 6% | -0.4%
CCOCCn1c(CCCO)nc2ccccc21 | 3% | 3% | -8% | i | -1% | 2% | 8% | 1% | -1.2% | 2% | 3.5%
O=C(CSc1n[nH]c(-c2ccccc2)n1)c1ccc(O)c(O)c1 | -4% | 5µM* | -15% | i | -11% | -1% | / | 1% | -0.6% | -3% | -1.6%
Cc1ccc(-n2c(Cc3cccn3C)nnc2SCC(=O)Nc2ccc3c(c2)OCO3)cc1 | 10% | -21% | -11% | i | -2% | -6% | 30% | -11% | -2.4% | 16% | 0.8%
CC(=O)Nc1ccc(NC(=O)CN(c2ccccc2Cl)S(C)(=O)=O)cc1 | -4% | 6% | 8% | i | -4% | -1% | -3% | 0% | 0.5% | -3% | -3.8%
Nc1cc(N)nc(SCc2cc(=O)oc3cc4c(cc23)CCC4)n1 | 13% | -5% | 6% | i | 1% | -2% | 50%[activator] | 1% | -0.6% | 10% | 3.3%
Cc1cc(=O)[nH]c2c1c(=O)[nH]n2C1CC(C)N(C)CC1C (stereo not drawn) | -2% | -21% | -2% | i | -6% | 0% | -1% | 1% | -1.5% | 1% | 0.5%
CCCCn1c(C(C)NC(=O)c2cccs2)nc2ccccc21 (stereo not drawn) | 1% | 4% | 6% | i | -4% | 1% | 12% | -1% | -1.5% | 3% | 1.5%
CC(C)n1c(SCC(=O)Nc2ccc3c(c2)OCO3)nc2c1c(=O)n(C)c(=O)n2C | -9% | 0% | 3% | i | 0% | 2% | 43%[activator] | 0% | -0.8% | 2% | -3.6%
COc1ccc(NC(=O)N2CCn3c2nc2ccccc23)cc1 | 106% | 3% | 3% | i | 1% | -2% | 23% | -4% | 0.4% | 12% | -1.7%
O=C(Cc1ccccc1)NCc1nc2ccccc2[nH]1 | -2% | 5% | 4% | i | -1% | 3% | -14% | -1% | -2.5% | 6% | -1.3%
CCc1c(C)nc(SC)n(CC#N)c1=O | -15% | 10% | 5% | i | -12% | 1% | -2% | -3% | 5.2% | 11% | -2.7%
COCCN(CC(=O)Nc1ccc(F)cc1)S(=O)(=O)c1ccc(S(=O)(=O)N2CCCC2)cc1 | 3% | 2% | -5% | i | 1% | 1% | -13% | 0% | -0.7% | -6% | -4.3%
COc1cccc(-c2nnc(SCC(N)=O)n2-c2ccc(Cl)cc2)c1 | 4% | -3% | -6% | i | -1% | 1% | -19% | 0% | -0.9% | 11% | -1.5%

A few values from above:
HEK293 cAMP ctrl with Cc1cc(=O)[nH]c2c1c(=O)[nH]n2C1CC(C)N(C)CC1C (stereo not drawn) reads 1%
Casp7 inh with O=C(Cc1ccccc1)NCc1nc2ccccc2[nH]1 reads -1%

Compounds from the list above that have a cyano group, in the order listed:
SMILES | Tau fil binding | 15-hLO inh | HADH2 inh | Rhodamine fluor | DNA Pol III inh | Casp1 inh | USP2a inh | Casp7 inh | BRCT PPI red | HEK293 cAMP ctrl | BRCT inh green
Cc1ccc(S(=O)(=O)C(C#N)c2nc3ccccc3nc2N2CCCC2)cc1 (stereo not drawn) | 180% | ? | -29% | i | -10% | ? | 32%[activator] | ? | -0.6% | -4% | 12%
CCc1c(C)nc(SC)n(CC#N)c1=O | -15% | 10% | 5% | i | -12% | 1% | -2% | -3% | 5.2% | 11% | -2.7%

Compound activity: PubChem, National Center for Advancing Translational Sciences (NCATS)
